Assay outcomes: PubChem BioAssay, National Center for Advancing Translational Sciences (NCATS)
Pin1 inhibitor – blocks the human prolyl isomerase Pin1. Q13526. Pin1 FP peptide displacement, HiFluor488, 10 min. Potency, µM (series often up to 115 µM), for inactives: at the highest dose activity, negative = inhibition, usual class: inhibitors. 0.009% of 390,000 active. AID 504891; active = well fitted inhibition curve with a large enough effect in the polarisation, with a control signal flat, not every such curve was filed as active; inconclusive = small, poorly fitted or top-dose-only effect, or effect the other way, or a change in a side signal; inactive = no such curve, though single readings can be large or run the other way; the % refers to the polarisation; note: potency is the fitted concentration of half-maximal effect; % is set by controls: 0 for no effect and ±100 for the full control effect
Target sequence (Q13526 whole entry, looked up): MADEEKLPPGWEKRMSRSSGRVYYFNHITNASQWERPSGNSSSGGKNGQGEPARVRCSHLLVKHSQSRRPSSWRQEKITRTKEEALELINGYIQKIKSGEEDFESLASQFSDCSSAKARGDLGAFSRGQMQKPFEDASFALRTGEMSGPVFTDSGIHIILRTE
TRHR enhancer – allosterically enhances the human TRH receptor | AID 493056 | P34981 | enhancement, % at 2 µM | TRHR cells, fluo-8 calcium fluorescence, EC20 TRH enhancement | 0.66% of 360,000 active; in the data active = enhancement above about 30%; note: 0% is about no effect
Target sequence (P34981 whole entry, looked up): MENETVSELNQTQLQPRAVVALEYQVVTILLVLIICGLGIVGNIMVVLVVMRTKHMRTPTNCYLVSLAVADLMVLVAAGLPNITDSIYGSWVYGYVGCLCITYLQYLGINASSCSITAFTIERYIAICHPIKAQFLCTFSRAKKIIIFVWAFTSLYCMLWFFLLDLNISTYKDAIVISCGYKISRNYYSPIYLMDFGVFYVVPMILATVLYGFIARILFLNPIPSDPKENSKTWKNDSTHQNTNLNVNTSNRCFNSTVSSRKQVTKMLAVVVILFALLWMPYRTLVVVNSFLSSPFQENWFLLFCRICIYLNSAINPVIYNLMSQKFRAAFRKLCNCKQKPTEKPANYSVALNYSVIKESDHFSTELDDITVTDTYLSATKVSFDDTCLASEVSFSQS
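TRHR-expressing cells loaded with fluo-8 calcium dye were read kinetically (ex 480/em 530) during compound addition, then stimulated with an EC20 of TRH (10 nM final). Enhancement of the Gq-mediated intracellular calcium response was scored.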
rTrxR1 inhibitor – rat TrxR1 inhibition. Potency, µM (titrated, usually from 114 µM), without a hit: at the top dose activity change, negative = inhibition, most hits filed as inhibitors. 1% of 390,000 active. recombinant rTrxR1, NADPH fluorescence consumption, selenite substrate; note: potency is the fitted concentration of half-maximal effect; % is set by controls: 0 for no effect and ±100 for the full control effect; nearly all actives have a fitted effect of over 65% in size
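Rat TrxR1 (90 nM in the dispensed reagent) was pre-reduced with 400 uM NADPH for 5 min at room temperature, then incubated with compound for 15 min. After 400 uM selenite was added, NADPH fluorescence (Ex 340/Em 450 nm) was followed for 8 min.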
TRHR ag – agonists of human TRH receptor; P34981; TRHR cells, calcium flux fluo-8, FDSS agonist mode; activation, % at 2 µM; 0.18% of 360,000 active; in the data active = activation above about 30%; note: 0% is about no effect
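TRHR-expressing cells loaded with fluo-8 calcium dye; 23 nL library compound pin-transferred, kinetic FDSS fluorescence (Ex 480/Em 530) recorded about 180 s for agonist-induced calcium release, before a 10 nM TRH EC20 addition for potentiator mode.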
IDH1 R132H inh – inhibitors of human mutant IDH1 R132H; O75874; IDH1-R132H enzyme, NADPH consumption, diaphorase/resazurin fluorescence; Potency, µM (top dose mostly 76.6 µM), for the others: top-dose activity change, negative = inhibition, most hits filed as inhibitors; 0.093% of 390,000 active; AID 602179; note: potency is the fitted concentration of half-maximal effect; % is set by controls: 0 for no effect and ±100 for the full control effect; nearly all actives have a fitted effect of over 65% in size
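IDH1-R132H (0.5 ug/mL) preincubated 30 min with compound, then NADPH (0.016 mM) and alpha-KG (2 mM) added; 80 min at RT, pH 7.5. Remaining NADPH coupled via diaphorase/resazurin to fluorescence (540/590 nm); concentration-response curves normalized to no-enzyme control.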
TrxR1 substrate – is turned over as a substrate by rat TrxR1. purified TrxR1 substrate turnover, NADPH consumption readout. Potency, µM (highest dose often 114 µM), inactives show at the top dose activity change, negative = substrate turnover. O89049. 0.01% of 390,000 active. AID 588456; note: potency is the fitted concentration of half-maximal effect; % is set by controls: 0 for no effect and ±100 for the full control effect; nearly all actives have a fitted effect of over 50% in size
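Rat TrxR1, dispensed at 90 nM, was prereduced with 400 uM NADPH (final) for 5 min at ~22 deg C, then incubated with compound 15 min before 400 uM selenite. A first-read NADPH fluorescence drop versus no-compound background flagged substrates.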
USP1-UAF1 inh – USP1/UAF1 (human) deubiquitinase inhibition; O94782; recombinant USP1/UAF1, Ub-Rhodamine cleavage fluorescence; Potency, µM (doses to about 57.1 µM), for the others: at the top dose activity change, negative = inhibition, most hits filed as inhibitors; 0.23% of 390,000 active; note: potency is the fitted concentration of half-maximal effect; % is set by controls: 0 for no effect and ±100 for the full control effect; nearly all actives have a fitted effect of over 60% in size; inactives centre near -12
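USP1/UAF1 complex (1 nM) preincubated 15 min at room temperature with compound, then Ub-Rho substrate (150 nM final) added. Kinetic fluorescence at 480/540 nm over 6 reads at 60 s intervals; 50 mM HEPES pH 7.8, 0.5 mM EDTA, 0.1 mg/ml BSA, 1 mM TCEP, 0.01% Tween-20.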
D2 antag – antagonizes the human D2 dopamine receptor | P14416 | 2% of 340,000 active | HEK293 TREx D2 cells, calcium flux, dopamine EC80 | inhibition, % at 10 µM; in the data active = inhibition above about 30%; note: 0% is about no effect
Target sequence (P14416 whole entry, looked up): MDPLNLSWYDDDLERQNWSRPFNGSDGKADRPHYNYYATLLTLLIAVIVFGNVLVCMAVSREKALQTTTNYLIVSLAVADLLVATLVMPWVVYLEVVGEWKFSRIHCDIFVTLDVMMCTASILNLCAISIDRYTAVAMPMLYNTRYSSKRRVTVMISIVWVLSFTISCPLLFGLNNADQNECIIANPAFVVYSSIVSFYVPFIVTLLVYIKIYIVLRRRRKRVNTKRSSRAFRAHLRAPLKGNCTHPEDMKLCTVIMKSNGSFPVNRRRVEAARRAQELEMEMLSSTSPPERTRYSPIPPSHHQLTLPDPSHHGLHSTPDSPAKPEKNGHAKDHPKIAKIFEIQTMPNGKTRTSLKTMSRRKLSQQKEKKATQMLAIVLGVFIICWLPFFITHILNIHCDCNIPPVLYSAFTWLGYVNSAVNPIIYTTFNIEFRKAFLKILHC
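Read-out: kinetic calcium fluorescence (1 cycle/s) in inducible HEK293 T-REx D2 cells after an EC80 dopamine addition that followed 180 s compound preincubation. Loss of the dopamine response indicates antagonism.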
D2 agonist – activates the human D2 dopamine receptor; P14416; HEK293 T-REx D2 cells, calcium flux agonist mode; activation, % at 2 µM; 0.53% of 340,000 active; AID 485358;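 active = activation over 3 SD above normal in the single-dose calcium agonist read, cut at about 30% in these data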; note: 0% is about no effect
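In this primary screen, compounds producing a positive calcium signal within 180 s of addition to tetracycline-induced, force-coupled HEK293 Trex D2 cells are flagged; cells are dye-loaded with a no-wash calcium kit beforehand.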
The depositor's hits bear a star; ? = inconclusive; . = no result given; [ ] = remark or other dose. Unless noted, calls come from the whole dose curve; as a rule, active = well fitted inhibition curve with a large enough effect; inconclusive = small, poorly fitted or top-dose-only effect; inactive = no such curve, though single readings can be large or run the other way.

molecule	D2 antag	TRHR ag	D2 agonist	rTrxR1 inhibitor	TrxR1 substrate	IDH1 R132H inh	Pin1 inhibitor	TRHR enhancer	USP1-UAF1 inh
CC(=O)N1CCN(c2ccccc2NC(=O)c2cccs2)CC1	1	0.1	0.3	-6%	-9%	-17%	0%	2	-11%
Cc1cccc(NC(=O)C2CCCN(S(=O)(=O)c3ccc4c(c3)CCCC(=O)N4)C2)c1 (configuration not stated)	.	-0.2	0.1	12%	-5%	1%	-5%	5	-32%
CC(=O)N1CCc2cc(Br)cc(S(=O)(=O)CCC(=O)N3CCN(c4ccc(F)cc4)CC3)c21	.	-0.6	1.1	-7%	12%[2.29 µM]	12%	-3%	9	2%
CCOC(=O)c1ccc(NC(=O)C(C)N(c2ccc(OCC)cc2)S(C)(=O)=O)cc1 (configuration not stated)	.	1.6	3.5	11%	-9%	8%	0%	2	-20%
Cc1ccc(C(=O)C[n+]2ccc(Cc3ccccc3)cc2)cc1	-7	0.5	0.6	12%[57.1 µM]	1%[57.1 µM]	-3%	-3%	3	-16%
C=Cn1cc[n+](CC(=O)c2ccc(-c3ccccc3)cc2)c1	-4	0.9	0.6	8%	19%	0%	-4%	0	-20%
CCOc1ccc(NC(=O)CCC(=O)O)cc1	-8	0.0	1.2	28%	9%	6%	0%	2	-22%
Nc1nc2ccc(Cl)cc2o1	.	.	.	18%[11.4 µM]	10%[11.4 µM]	3%	-2%	.	-25%
COc1ccc2ccccc2c1C(O)c1nccn1C (configuration not stated)	-10	3.4	1.3	-8%[57.1 µM]	4%[57.1 µM]	8%	?	2	?
CCNC(=O)CN(c1ccc(Cl)cc1)S(=O)(=O)c1ccccc1	1	-1.1	0.2	46%[0.457 µM]	6%	11%	5%	1	-26%
Cc1cc(NC(=O)c2cnccn2)no1	2	0.2	0.5	.	.	.	.	-4	.
CNC(=S)N=Nc1c(O)[nH]c2ccccc12	4	-0.4	0.8	2%	-8%	5%	-5%	3	-4%
CCOC(=O)NC(O)C(=O)c1ccc(F)cc1 (configuration not stated)	-17	0.4	0.3	10%	3%	4%	-15%	5	-10%
OCCc1c[nH]c2ccccc12	-17	0.0	0.2	-6%	1%	-12%	-1%	-7	3%
CCn1c(CC(=O)Nc2ccccc2F)nnc1SCC(=O)NC1CCCCC1	-18	0.0	2.4	-18%	-10%	0%	?	4	7%
COc1ccc2[nH]cc(C(O)CN3CCC(C(N)=O)CC3)c2c1 (configuration not stated)	.	0.3	.	-17%	1%[57.1 µM]	6%	-2%	4	-2%
Cc1cc(-c2cccs2)c2c(N)c(C(=O)c3ccc4c(c3)OCO4)sc2n1	-11	18	41*	-18%	-17%	5%	?	-7	-27%
Cc1ccc(N2C(=O)CSC2c2cccs2)cc1 (configuration not stated)	.	-0.6	.	8%	8%	0%	-2%	-11	-8%
CN(CC(=O)Nc1ccc(F)cc1)C(=O)CNC(=O)C1CCCCC1	-3	0.9	0.0	2%	-4%	-7%	2%	0	3%
CCCn1cnc2cc(NCc3cccc(OC)c3)ccc21	9	-0.9	-1.0	22%	17%	5%	-18%	11	-2%
Cc1cc(C)nc(Nc2nc(C)c3cc4c(cc3n2)OCO4)n1	-8	0.7	1.4	13%	55%[activator]	3%	1%	-2	-9%
COc1cc2c(cc1OC)CN(CC(=O)Nc1ccccc1C#N)CC2	-2	0.2	-1.1	11%[57.1 µM]	2%[57.1 µM]	-3%	3%	0	-7%
O=c1cc(CSc2ccc(S(=O)(=O)N3CCCCC3)cn2)nc2sccn12	3	-0.7	-1.1	8%	-14%	-2%	-11%	-2	-9%
FC(F)(F)c1cccc(N2CCN(Cc3cccnc3)CC2)c1	76*	-0.8	1.8	?	-3%	0%	-2%	8	-13%
O=C(NCC(=O)N(Cc1cccs1)C(C(=O)NC1CCCCC1)c1cccnc1)c1ccco1 (configuration not stated)	-13	0.0	-0.8	-4%[11.4 µM]	8%[11.4 µM]	-4%	-1%	1	-13%
CCOc1ccc(OCC)c(NC(=O)c2cnc3c(-c4ccccc4)c(C)nn3c2C)c1	.	0.7	-1.4	5%[57.1 µM]	0%[57.1 µM]	-4%	50%[activator]	1	-2%
Cc1ccc(C)c(-n2c3nc(=O)[nH]c(=O)c-3cc3cc([N+](=O)[O-])ccc32)c1	-3	3.0	11	?	-20%	4%	?	3	?
O=[N+]([O-])c1ccc(O)c(/C=N/n2cnnc2)c1	-2	1.5	0.7	-20%[57.1 µM]	-7%[57.1 µM]	4%	?	7	-2%
CCOC(=O)c1ccccc1NC(=O)Cn1ccn2nc(-c3ccc(OCC)cc3)cc2c1=O	.	0.6	1.5	3%[57.1 µM]	-8%[57.1 µM]	.	-12%	2	-15%
Cc1csc(NC(=O)CSc2nnc(-c3ccc(S(=O)(=O)N4CCCC4)cc3)o2)n1	0	0.3	-0.4	-1%	-4%	2%	9%	15	-13%
CC(C)c1cccc(C(C)C)c1OCCCCN1CCCC1	-28	-1.1	-1.5	17%[57.1 µM]	5%[57.1 µM]	1%	-6%	-10	-2%
O=S1(=O)c2c(F)cccc2OC(COCc2ccccc2)CN1C1CCCC1 (configuration not stated)	.	.	.	24%	2%	-1%	3%	.	-14%
COc1ccc(CN2CCN(CCc3ccccc3)C(CCO)C2)cc1Cn1cncn1 (configuration not stated)	-11	1.1	1.0	1%	-3%	0%	-5%	9	-11%
COc1ccc(-c2nc3ccccc3c(=O)n2CC(C)C)cc1	9	-0.6	-1.2	4%[57.1 µM]	10%[57.1 µM]	5%	-7%	25	-13%
Cc1ccc(SCC(=O)NC(=O)c2ccc(S(=O)(=O)N(C)C)cc2)cc1C	-2	0.2	2.3	-4%	-12%	2%	-1%	-5	-1%
COc1c(C)cc(C(=O)C2CCCN(C(=O)c3ccoc3)C2)cc1C (configuration not stated)	10	-1.9	0.3	18%	0%	-11%	-6%	-2	-10%
CCOc1ccc(NS(=O)(=O)c2ccc(C(=O)N3CCCCCC3)cc2)cc1	-4	-0.7	0.1	-6%	-9%	3%	2%	-3	-6%
CCCCNC(=O)CN1C(=O)NC2(CCCc3ccccc32)C1=O (configuration not stated)	14	0.1	-1.5	19%	-9%	0%	9%	0	2%
COc1ccc(C(=O)N2CCN(c3ccc(C(C)=O)cc3F)CC2)cc1S(=O)(=O)NC1CC1	.	0.4	.	-17%	-15%	7%	0%	9	-5%
Cc1cc(NC(=O)CCCC(=O)Nc2ccc(F)cc2)no1	15	-1.1	-0.6	11%	-2%	-6%	2%	13	-2%
Fc1cc(F)c2nc(Nc3nc4cc5c(cc4s3)OCO5)sc2c1	.	1.2	.	-3%	-4%	2%	?	-1	?
CC(NC(=O)CCl)c1ccccc1Br (configuration not stated)	-3	-0.3	-2.1	?	3%	10%	0%	2	-4%
O=C(COC(=O)c1cc([N+](=O)[O-])ccc1NCCO)c1ccccc1	-20	0.0	3.6	-13%	-15%	-6%	3%	-6	1%
Cc1ccc(S(=O)(=O)N2CC(=O)NC(=O)C2)cc1	6	-0.8	-2.9	15%[57.1 µM]	3%[57.1 µM]	-1%	4%	5	-9%
N/N=C(\c1ccccc1)c1cc(Br)ccc1N	-14	-1.0	1.5	4%[57.1 µM]	5%[57.1 µM]	2%	-4%	-24	-18%
O=C(/C=C/c1ccco1)N1CCN(S(=O)(=O)c2ccccc2)CC1	.	.	.	?	-3%	-5%	-6%	.	-8%
Cc1cccc(NC(=O)CNC(=O)c2ccccc2Cl)n1	-12	0.5	0.6	33%	1%	0%	-13%	0	-8%
N#Cc1ccsc1NC(=O)CN1CCN(S(=O)(=O)c2ccc3ccccc3c2)CC1	3	0.0	-0.3	15%	-1%	9%	?	13	-17%
Cc1ccc(S(=O)(=O)c2ccccc2)cc1S	-6	0.1	0.3	.	.	.	.	-2	.
COC(=O)c1ccc(-c2nc(CN3CCN(Cc4cccc(C)c4)CC3)c(C)o2)cc1	.	-0.2	.	14%	19%	-8%	-2%	2	-19%
NCCCC[C@H]1CNC(=S)N1CC1CCCCC1	-4	0.2	0.2	-4%[57.1 µM]	-1%[57.1 µM]	5%	0%	-2	-9%
COc1ccc(C(=S)N2CCN(c3cccc(Cl)c3)CC2)c(OC)c1	-14	0.7	-0.9	-5%	-5%	1%	13%	-5	-27%
O=C(COC(=O)CCc1nc2ccccc2c(=O)[nH]1)NC(=O)NC1CCCC1	0	0.1	0.4	21%	7%	6%	4%	1	-17%
Cc1cc(C)c2c(c1)c(C)cc1nnc(SCC(=O)c3cccs3)n12	-2	-0.4	-0.5	14%	5%	4%	-1%	2	-23%
Cc1c(CNCCc2ccc(Cl)cc2)c(C(=O)O)c(C)n1Cc1ccccc1	1	0.4	0.6	3%	1%	0%	7%	-1	-25%
CC(C)[C@@H]1N[C@]2(C(=O)Nc3ccccc32)[C@@H]2C(=O)N(c3cccc(C(F)(F)F)c3)C(=O)[C@@H]21	.	0.4	.	0%	8%	0%	4%	0	-12%
COc1ccc(-c2nc(CS(=O)CC(=O)NCCN3CCCCC3C)c(C)o2)cc1OC (configuration not stated)	-22	0.1	-1.0	4%	6%	4%	-14%	-8	-5%

Only part of the results is shown; the hit share may differ from the screen's.
